Bioassay records: PubChem BioAssay, National Center for Advancing Translational Sciences (NCATS)
EPAC1 antag – qHTS for Antagonist of cAMP-regulated guanine nucleotide exchange factor 3 (EPAC1): primary screen; actives 0.14% (n = 360,000); EPAC1 GEF assay, Rap1b-BODIPY-GDP exchange fluorescence; Potency, µM (series often up to 115 µM), for the others: top-dose activity change, negative = inhibition, most hits filed as inhibitors;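 also: potency is read from the fitted curve at half-maximal effect; plate controls were vehicle for no effect and positive control for full effect; nearly all actives have a fitted effect of over 50% in size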
Target sequence (O95398 whole entry, looked up): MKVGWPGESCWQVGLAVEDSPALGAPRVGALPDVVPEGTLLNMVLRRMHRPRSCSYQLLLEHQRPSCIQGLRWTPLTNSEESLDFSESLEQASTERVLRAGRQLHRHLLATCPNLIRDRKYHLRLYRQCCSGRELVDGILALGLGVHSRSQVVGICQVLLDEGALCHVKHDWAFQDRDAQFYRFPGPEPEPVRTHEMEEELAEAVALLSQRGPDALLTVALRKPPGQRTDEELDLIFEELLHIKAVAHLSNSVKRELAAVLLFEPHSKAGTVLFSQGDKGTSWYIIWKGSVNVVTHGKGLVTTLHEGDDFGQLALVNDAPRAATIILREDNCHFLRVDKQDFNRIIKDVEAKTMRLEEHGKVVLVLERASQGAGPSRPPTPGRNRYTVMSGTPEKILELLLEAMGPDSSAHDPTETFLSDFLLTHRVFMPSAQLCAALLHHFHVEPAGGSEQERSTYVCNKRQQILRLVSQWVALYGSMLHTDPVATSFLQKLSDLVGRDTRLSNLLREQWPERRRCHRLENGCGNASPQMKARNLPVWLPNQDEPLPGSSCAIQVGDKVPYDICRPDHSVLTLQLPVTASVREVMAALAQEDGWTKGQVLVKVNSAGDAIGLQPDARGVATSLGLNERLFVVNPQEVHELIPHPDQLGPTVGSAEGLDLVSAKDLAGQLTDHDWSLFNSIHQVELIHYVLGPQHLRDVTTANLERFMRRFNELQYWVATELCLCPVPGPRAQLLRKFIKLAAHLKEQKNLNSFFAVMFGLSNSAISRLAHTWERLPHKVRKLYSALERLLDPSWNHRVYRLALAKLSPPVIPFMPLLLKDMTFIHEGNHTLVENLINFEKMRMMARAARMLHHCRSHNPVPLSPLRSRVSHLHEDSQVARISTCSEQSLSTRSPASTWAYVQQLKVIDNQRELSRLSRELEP
EPAC2 antagonist – qHTS for Antagonist of cAMP-regulated guanine nucleotide exchange factor 2 (EPAC2): primary screen; actives 0.18% (n = 360,000); Potency, µM (top dose mostly 114 µM), for inactives: at the top dose activity, negative = inhibition, hits mostly inhibitors; EPAC2 GEF exchange of Rap1B-BODIPY-GDP, fluorescence; Rap guanine nucleotide exchange factor 4 (Homo sapiens), Q8WZA2; also: potency is read from the fitted curve at half-maximal effect; % is scaled to controls: 0 for no effect and ±100 for the full control effect; nearly all actives have a fitted effect of over 45% in size; many of its hits are not listed in these tables
PLK1 PBD block – qHTS for Inhibitors of PLK1-PDB (polo-like kinase 1 - polo-box domain): Primary Screen | AID 720504, 2013 | actives 2.8% (n = 360,000) | Potency, µM, inactives show max response, negative = inhibition, hits mostly inhibitors | Plk1 PBD binding of FITC phosphopeptide, fluorescence polarization; also: potency is read from the fitted curve at half-maximal effect; series mostly up to about 57 µM; % is scaled to controls: 0 for no effect and ±100 for the full control effect; nearly all actives have a fitted effect of over 65% in size
EPAC1 agonist – qHTS for Agonist of cAMP-regulated guanine nucleotide exchange factor 3 (EPAC1): primary screen | EPAC1 agonist qHTS, biochemical assay; response scale: 100% = response to 6.5 mM cAMP | Potency, µM (series often up to 154 µM), for inactives: top-dose activation, usual class: activators | actives 0.073% (n = 360,000); also: potency is read from the fitted curve at half-maximal effect; nearly all actives have a fitted effect of over 60% in size
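EPAC1 100 nM, Rap1B–BODIPY-GDP 250 nM, unlabeled GDP 50 uM; compound titration; 5 min RT; kinetic read ex480/em540 at 5-min intervals ×30 min; data normalized to 6.5 mM cAMP agonist control.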
PI5P4Ka inh – qHTS for Inhibitors of phosphatidylinositol 5-phosphate 4-kinase (PI5P4K); Phosphatidylinositol 5-phosphate 4-kinase type-2 alpha (Homo sapiens), P48426; PI5P4Kalpha enzyme, ADP-Glo luminescence, 60 min; active compounds read low; max response, %; actives 1.2% (n = 330,000); active = max response of -50% or lower; inconclusive = between -30% and -50%; inactive = -30% or higher; also: value at the top dose of about 77 µM; % is scaled to controls: 0 for no effect and ±100 for the full control effect
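ADP-Glo luminescence end-point after a 60 min room-temperature kinase reaction. PI5P4Kalpha and substrate in HEPES pH 7.4 buffer with EGTA, 0.1% CHAPS and 5% DMSO; ATP at 5 microM final.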
CCT modulator – High-Throughput Screening for Modulators of Cytosolic Chaperonin Activity. purified chaperonin ATPase assay, HTRF ADP detection, 30 min. actives 0.3% (n = 360,000). activity change, % (test concentration not listed), hits read low. AID 651819, 2012; in the data active = activity change below about -30%; also: % is scaled to controls: 0 for no effect and ±100 for the full control effect
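First, chaperonin was dispensed at 40 nM or 20 nM final depending on batch activity. Next, compounds were pinned at 76 uM and ATP added at 10 uM. After 30 min at 37 °C, ADP detection reagents ran 30 min at ambient temperature.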
WRN helicase inh – qHTS for Inhibitors of WRN Helicase; Bifunctional 3'-5' exonuclease/ATP-dependent helicase WRN (Homo sapiens), Q14191; actives 0.46% (n = 360,000); Potency, µM (highest dose often 114 µM), for inactives: top-dose activity change, negative = inhibition, most hits filed as inhibitors; AID 651768, 2012; WRN helicase unwinding, fluorescent forked duplex, kinetic; also: potency is read from the fitted curve at half-maximal effect; % is scaled to controls: 0 for no effect and ±100 for the full control effect; nearly all actives have a fitted effect of over 55% in size
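Primary qHTS, 1536-well format. 20 nM WRN + compound, 15 min RT; start with 100 nM forked fluorophore/quencher duplex, 2 mM ATP (final); kinetic read ex 525/em 598 nm.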
MmCpn inh – Inhibitors of TCP-1 ring complex (TRiC) of Methanococcus maripaludis (MmCpn): qHTS; Chaperonin Mm-Cpn (Methanococcus maripaludis); purified Mm-Cpn ATPase, ADP Transcreener TR-FRET; Potency, µM (series often up to 76.9 µM), inactives show top-dose activity, negative = inhibition, most hits filed as inhibitors; actives 0.031% (n = 330,000); AID 504842, 2011; also: potency is read from the fitted curve at half-maximal effect; % is scaled to controls: 0 for no effect and ±100 for the full control effect; nearly all actives have a fitted effect of over 80% in size
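ATP (10 uM final) was added to archaeal chaperonin (25 nM final) after 10 min exposure to test compound at 37°C; after 30 min further incubation, ADP was detected by competitive TR-FRET.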
An asterisk follows results filed as active; ? = inconclusive; . = no result given; [ ] = remark or other dose. Unless noted, calls follow the shape of the dose curve; as a rule, active = well fitted curve in the direction sought with a large enough effect; inconclusive = small, poorly fitted or top-dose-only effect, or another doubt; inactive = no such curve, though single readings can be large; an effect the other way counts as inactive or inconclusive.

SMILES	EPAC1 antag	EPAC2 antagonist	PLK1 PBD block	EPAC1 agonist	PI5P4Ka inh	CCT modulator	WRN helicase inh	MmCpn inh
CC(=O)Nc1ccc(N/C=C(\C#N)S(=O)(=O)c2ccc(Cl)cc2)cc1	-9%	-3%	-2%	5%	4	0.5	0%	-1%
C[C@H](CCC(=O)OCc1cn(CC(=O)c2ccc(O)cc2)nn1)C1CC[C@H]2[C@@H]3CC[C@@H]4C[C@H](O)CC[C@]4(C)[C@H]3C[C@H](O)[C@]12C (stereo not given in full)	-15%	-4%	-11%	1%	-5	0.6	-4%	.
CN(Cc1cccc(F)c1)C(=O)c1ccc(S(=O)(=O)N2CCCCCC2)cc1	-15%	-26%	-14%	-11%	4	-0.7	-13%	0%
CSc1ccccc1NC(=O)CN(C)C(=O)Cc1c[nH]c2ccccc12	-16%	-13%	0%	-4%	-1	-1.8	-3%	1%
COc1ccc2nccnc2c1[N+](=O)[O-]	-7%	6%	1%	4%	-4	0.2	0%	-2%
Cc1ccc(C(=O)Nc2nnc(SCC(=O)N3CCCc4ccccc43)s2)cc1	-18%	-9%	-17%	7%	-10	-1.8	-19%	0%
CCc1ccc(OCCSc2nc3ccccc3n2CCC(=O)O)cc1	-6%	-13%	-20%	-3%	5	-0.3	-8%	0%
O=C(/C=C/c1ccco1)Nc1nnc(-c2ccco2)s1	-27%	-5%	-14%	0%	-13	-0.8	-4%	?
O=C(Nc1ccc(CN2CCCCC2)cc1)c1ccc(Br)o1	5%	-2%	-10%	6%	-5	-0.5	-3%	-1%
Clc1ccc(SCCOCCN2CCCCC2)cc1	6%	21%	-12%	1%	-5	1.3	-2%	0%
Cc1cc(-c2c(C)[nH]n(-c3ccc(Cl)cc3)c2=O)n[nH]1	-1%	-9%	-7%	-1%	6	-2.8	-9%	0%
O=C(NCCCN=C1NS(=O)(=O)c2ccccc21)c1ccc(S(=O)(=O)N2CCOCC2)cc1	3%	1%	-3%	6%	.	-5.4	-5%	0%
COc1cc(C)nc(Oc2ccc(/C=N/O)cc2)n1	1%	0%[57.1 µM]	-4%	5%	-6	-1.7	-1%	1%
COC(=O)C1CC2=C(CC(C)(C)CC2=O)N(c2ccccc2)C1=O (stereo not given)	5%	5%	5%	-2%	0	1.5	5%	.
CN(C)c1cccc2c1C(=O)c1ccccc1C2=O	1%	-9%	-5%	-8%	-9	-30	-27%	-13%
O=C1CN(S(=O)(=O)c2ccccc2Cl)CCN1	-7%	-3%	15µM*	-33%[inhibitor]	3	0.4	-14%	1%
Cc1ccsc1/C=C/c1ccc2cccc(O)c2n1	12%	1%	-5%	18%	.	-1.1	-11%	-1%
Cc1ccc(CNC(=O)CNC(=O)[C@@H]2Cc3ccccc3CN2C(=O)OC(C)(C)C)cc1	8%	4%	-7%	-4%	2	-1.3	3%	1%
O=C(NC(=S)Nc1cccnc1)c1cccc(Br)c1	5%	-3%	-19%	12%	-2	0.6	-4%	0%
COc1ccc(NC(=O)c2cc(C3CCCCN3C(=O)OCC(C)C)on2)c(C)c1 (stereo not given)	-4%	-12%	-11%	9%	0	-0.9	-10%	.
Cc1ccc(-c2noc(C3CCCN(S(=O)(=O)c4ccc(S(=O)(=O)N(C)C)cc4)C3)n2)o1 (stereo not given)	9%	1%	-15%	10%	.	-2.6	-5%	-3%
CCOC(=O)C1=CN(Cc2cccc(F)c2)S(=O)(=O)N(CC)C1c1ccc(F)c(Cl)c1 (stereo not given)	-5%	-1%	-9%	-8%	-1	0.3	-7%	?
COc1ccc(N(CC(=O)NCc2ccccc2OC)S(=O)(=O)c2ccccc2[N+](=O)[O-])c(OC)c1	5%	-7%	1%	4%	3	1.6	-1%	-4%
Cc1cc(C(=O)COC(=O)CNC(=O)c2ccc(Cl)c(Cl)c2)c(C)n1Cc1ccco1	-3%	-19%	-17%	-11%	5	-0.9	-8%	0%
O=C(Nc1ccccc1)C1CCN(C(=O)c2ccco2)CC1	-29%	1%	-1%	-2%	-11	-2.0	-24%	2%

Given in CSV form: entries from further up
Compound,EPAC1 antag,EPAC2 antagonist,PLK1 PBD block,EPAC1 agonist,PI5P4Ka inh,CCT modulator,WRN helicase inh,MmCpn inh
O=C1CN(S(=O)(=O)c2ccccc2Cl)CCN1,-7%,-3%,15µM*,-33%[inhibitor],3,0.4,-14%,1%
COc1cc(C)nc(Oc2ccc(/C=N/O)cc2)n1,1%,0%[57.1 µM],-4%,5%,-6,-1.7,-1%,1%

Following part
SMILES	EPAC1 antag	EPAC2 antagonist	PLK1 PBD block	EPAC1 agonist	PI5P4Ka inh	CCT modulator	WRN helicase inh	MmCpn inh
Cc1nn(-c2ccccc2)c(-c2ccccc2)c1C(=O)O	-2%	7%	-7%	-5%	-7	0.4	6%	1%
O=C1c2cccc3cc(Br)cc(c23)C(=O)N1Nc1ccccc1	-6%	-3%	-4%	1%	2	1.1	-14%	0%
CC1CCC2(CC1)NC(=O)N(CC(=O)NC1CCCCC1C)C2=O (stereo not given)	4%	10%	-15%	8%	-7	-6.7	-15%	-2%
CCOC(=O)c1cc(-c2ccccc2)n(CC(=O)Nc2cccc(OC)c2)c1C	-14%	1%	-6%	-2%	6	-1.1	-12%	-2%
CCCCSc1nc2c(=O)[nH][nH]c(=O)c2n1Cc1ccccc1	1%	2%	-5%	-3%	-14	0.4	1%	0%
Cc1cccc(C)c1NS(=O)(=O)c1cc2c3c(c1)CC(=O)N3CCC2	11%	-11%	2%	-11%	-1	-2.3	6%	1%
Cc1ccc(Cn2nnc3c(=O)n(Cc4ccccc4C)cnc32)cc1	-22%	3%	-3%	-9%	11	1.6	12%	0%
CCOC(=O)c1ccc(NC(=O)c2nc[nH]c2C(=O)NC[C@@H](C)O)cc1	14%	-3%	3%	-5%	-1	0.3	4%	.
CC(=O)Nc1cccc(Oc2cc(C#N)c(C#N)cc2N2CCCCCC2)c1	-1%	-3%	2%	14%	-3	-3.2	-10%	-5%
CCOc1ncccc1C(=O)NCC(c1ccco1)N1CCCCC1 (stereo not given)	1%	18%	2%	-3%	-2	1.3	2%	2%
O=C1C2C3C=CC(CC3)C2C(=O)N1c1ccccc1[N+](=O)[O-] (stereo not given)	3%	13%	-8%	-15%	1	1.1	9%	1%
CN(C(=O)c1cccc(C#N)c1)c1nnc(C2CCOC2)s1 (stereo not given)	10%	6%	-6%	-1%	3	-1.4	6%	1%
COc1ccc(NC(=O)COC(=O)CNC(=O)C2CCCCC2)cc1	-4%	4%	-6%	4%	4	0.5	5%	-1%
CC(NC(=O)NCC1CCCO1)(C(F)(F)F)C(F)(F)F (stereo not given)	2%	-6%	-4%	0%	0	-2.8	10%	-1%
Cc1ccc(C(=O)NC2(C(F)(F)F)N=C3SCCN3C2=O)cc1 (stereo not given)	-6%	-1%	3%	11%	0	-0.5	-2%	0%
Cc1nc2c(C)cccc2cc1C(=O)N/N=C/c1cccc([N+](=O)[O-])c1	-14%	-3%	-5%	-7%	-11	-2.7	-3%	0%
C/C(=N\NC(=S)Nc1c(C)cccc1C)c1ccc(O)cc1	-1%	-15%	-9%	-4%	-22	-0.4	2%	-2%
COc1ccc(OC)c(C2=Nn3c(nnc3-c3ccco3)SC2)c1	-4%	-4%[57.1 µM]	-3%	4%	0	-1.3	-16%	0%
CN(CC(=O)Nc1ccccc1Sc1ccccc1)Cc1nc2ccccc2c(=O)[nH]1	-8%	-19%	-7%	2%	0	-0.2	4%	1%
CCN(CC)c1ccc2nc3ccc(N)cc3[n+](-c3ccccc3)c2c1	-28%	?	-27%	-10%	?	-0.4	4.7µM*	?
COc1ccc(CNC(=S)Nc2cc(OC)ccc2OC)cc1	10%	9%	-1%	-10%	8	-2.0	8%	-11%
CNC(=O)NNC(=O)c1onc(-c2c(Cl)cccc2Cl)c1C(=O)OC	-12%	-1%	-2%	-2%	-7	-1.2	-5%	2%
COc1ccc(/C=C/C(=O)c2ccc(O)cc2)cc1	-23%	-16%	4%	-9%	-3	-2.5	-7%	.
CC(C)Cc1nnc(NC(=O)C2CCCN(C(=O)c3ccc(Cl)cc3)C2)s1 (stereo not given)	6%	4%	-5%	-3%	2	-3.4	7%	.
CCN(CC)C(=O)CSc1nnc(-c2ccncc2)n1N	7%	-4%	-4%	4%	.	-4.3	-2%	0%
Following part:
SMILES	EPAC1 antag	EPAC2 antagonist	PLK1 PBD block	EPAC1 agonist	PI5P4Ka inh	CCT modulator	WRN helicase inh	MmCpn inh
COc1ccccc1NS(=O)(=O)c1ccc(N/N=C/c2ccccc2OCC(=O)O)c([N+](=O)[O-])c1	?	-11%	-29%	3%	-2	-2.0	-23%	-16%
C/C=C(\C)C(=O)NCCN1C2=NC[C@@H](Cc3ccccc3)N2C[C@@H]1Cc1ccc(OC)cc1	8%	5%	-18%	17%	0	-0.7	-6%	.
O=C(CSc1ccccc1)Nc1ccc(C(=O)Nc2ccc(O)cc2)cc1	-10%	2%	1%	1%	-11	0.6	-7%	-2%
Cc1ccc2[nH]c3c(c2c1)CCN1C(=O)OC(C)(C)C31C (stereo not given)	0%	-7%	-1%	1%	-8	-19	8%	0%
CCOC(=O)c1ccc(NC(=O)c2nc[nH]c2C(=O)N[C@H](C)c2ccccc2)cc1	-17%	-17%	-2%	-5%	18	-4.0	-5%	2%
Cc1ccc(NC(=O)CSc2nnc(CNC(=O)c3ccco3)n2C)cc1	16%	28%	-10%	0%	-1	1.1	-1%	1%
COc1ccc(C(=O)Nc2cccc(C)c2)cc1	-13%	2%	-4%	0%	14	0.4	-2%	2%
Cc1ccccc1CN(C)CCS(=O)(=O)c1cc(Cl)ccc1Cl	-12%	-15%	0%	-3%	1	-0.8	-1%	0%
CCCCCC(=O)Nc1nc(C)c(-c2csc(Nc3cc(Cl)ccc3C)n2)s1	1%	-4%	-6%	-2%	-6	0.6	-13%	-6%

Entries above printed as active in WRN helicase inh:
canonical_smiles | EPAC1 antag | EPAC2 antagonist | PLK1 PBD block | PI5P4Ka inh | CCT modulator | WRN helicase inh | MmCpn inh
CCN(CC)c1ccc2nc3ccc(N)cc3[n+](-c3ccccc3)c2c1 | -28% | ? | -27% | ? | -0.4 | 4.7µM* | ?

An excerpt; rates above refer to the full screens.
